GAA inhib: blocks human lysosomal alpha-glucosidase | P10253 | purified human GAA, 4-MU-alpha-glucoside fluorescence | Potency, µM (highest dose often 76.9 µM), inactives show at the top dose activity change, negative = inhibition, most hits filed as inhibitors | 200,000 tested, 0.005% active | AID 1466;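 further: potency means the concentration at half of the fitted maximal effect; plate controls were uninhibited enzyme wells for no effect and no-enzyme background for full effect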
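Fluorescence at Ex 365/Em 440 nm from 4-methylumbelliferone reported enzyme activity after 20 min at room temperature. Reactions used 4 nM enzyme and 400 uM substrate at pH 5.0; curves fitted with the Hill equation.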
LMNA splice mod: changes lamin A minigene splicing in HeLa cells | 200,000 tested, 0.01% active | HeLa LMNA splicing GFP/RFP minigene ratio, 48 h | Potency, µM (series often up to 46.1 µM), inactives show at the top dose ratio change, negative = inhibition, actives largely listed as inhibitors; active means well fitted inhibition curve with a large enough effect in the signal ratio, with a control signal flat, not every such curve was filed as active; inconclusive means small, poorly fitted or top-dose-only effect, or effect the other way, or a change in a side signal; the % refers to the signal ratio; further: potency means the concentration at half of the fitted maximal effect; on the % scale 0 is the no-effect control and ±100 the full control effect
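S3 HeLa cells stably expressing lamin A-EGFP splicing minigene plus DsRed2, 600 cells/well, 48 h compound exposure at 37C. Laser-scanning cytometry; analysed as GFP (500-530 nm)/RFP (575-640 nm) total intensity ratio; 0.5% DMSO vehicle.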
GAA glycogen: GAA glycogen-cleavage inhibition or activation. P10253. Potency, µM (series often up to 76.4 µM), for inactives: at the highest dose activity change, negative = inhibition, most hits filed as inhibitors. 300,000 tested, 0.38% active. recombinant GAA, glycogen substrate, Amplex Red glucose oxidase fluorescence;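 further: potency means the concentration at half of the fitted maximal effect; 0% = full enzyme reaction and -100% = no-enzyme basal signal; the screen sought inhibitors and activators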
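Natural-substrate format: glycogen cleavage by 4 nM human enzyme, glucose read by Amplex Red coupling (Ex 573, Em 610 nm). Normalized to enzyme and no-enzyme controls.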
HTT cytoprotect: cytoprotection in Huntington HTT-Q103 PC12 cell model; Potency, µM (doses to about 56.4 µM), for inactives: cytoprotection (ATP increase), most hits filed as activators; AID 1471; 230,000 tested, 0.14% active; PC12 HTT-Q103 induced, cytoprotection, ATP luminescence, 40 h;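 further: potency means the concentration at half of the fitted maximal effect; % of control where 0% means no effect; nearly all actives have a fitted effect of over 45% in size; toxic huntingtin expression switched on by the ecdysone agonist tebufenozide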
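Rat PC12, Q103 Htt exon1-GFP fusion, ecdysone promoter; tebufenozide inducer 100 nM final; compound titration; qHTS, 1500 cells/well; ATPlite luminescent read.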
CBFb-RUNX1 inh: inhibitors of human CBF-beta and RUNX1 interaction | Q01196+Q13951 | AlphaScreen CBFb-His/RUNX1-biotin binding, biochemical | Potency, µM (doses to about 59.8 µM), without a hit: at the top dose activity, negative = inhibition, most hits filed as inhibitors | 230,000 tested, under 10 active | AID 1477; further: % of control where 0% means no effect
Target sequence (Q01196 whole entry, looked up): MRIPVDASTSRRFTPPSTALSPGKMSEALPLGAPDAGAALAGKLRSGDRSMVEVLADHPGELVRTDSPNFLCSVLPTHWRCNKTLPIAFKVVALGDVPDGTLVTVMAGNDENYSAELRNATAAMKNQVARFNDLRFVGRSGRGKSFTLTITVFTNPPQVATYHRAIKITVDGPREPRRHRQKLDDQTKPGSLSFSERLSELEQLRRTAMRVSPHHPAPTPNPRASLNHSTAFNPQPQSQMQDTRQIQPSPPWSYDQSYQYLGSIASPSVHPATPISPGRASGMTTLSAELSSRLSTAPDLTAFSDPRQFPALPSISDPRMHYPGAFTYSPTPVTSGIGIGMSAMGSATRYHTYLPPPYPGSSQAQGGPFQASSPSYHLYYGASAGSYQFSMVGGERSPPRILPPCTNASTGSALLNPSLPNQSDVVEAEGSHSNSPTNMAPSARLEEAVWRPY
Target sequence (Q13951 whole entry, looked up): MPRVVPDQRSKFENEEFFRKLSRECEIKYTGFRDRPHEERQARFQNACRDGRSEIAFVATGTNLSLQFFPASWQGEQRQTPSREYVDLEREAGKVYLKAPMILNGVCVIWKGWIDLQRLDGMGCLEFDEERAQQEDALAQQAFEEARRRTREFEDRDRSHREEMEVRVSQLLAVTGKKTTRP
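Inhibition was taken as any reduction in AlphaScreen signal from the CBF-beta–RUNX1 pair (His and biotin tags, 30 nM each), measured after compound (15 min) and bead (90 min) incubations at room temperature.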
aGlu spleen mod: inhibits or activates alpha-glucosidase in human spleen homogenate; P10253; Potency, µM (doses to about 79.9 µM), without a hit: top-dose activity change, negative = inhibition, actives largely listed as inhibitors; human spleen homogenate, 4-MU-alpha-glucoside fluorescence; 240,000 tested, 0.006% active; AID 2112;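 further: potency means the concentration at half of the fitted maximal effect; 0% = enzyme with vehicle and -100% = no enzyme basal signal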
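Compounds were titrated against alpha-glucosidase in spleen homogenate at pH 5.0, with 1 mM 4-methylumbelliferyl substrate for 40 min at 37 C. Reactions were quenched with pH 10 NaOH/glycine and fluorescence measured.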
HTT aggregate: reduces HttQ103-GFP aggregates in PC12 cells; Potency, µM (titrated, usually from 46.1 µM), for the others: at the highest dose activity change, negative = inhibition, actives largely listed as inhibitors; PC12 HttQ103-GFP aggregates, Acumen cytometry, 40 h; 220,000 tested, 1.1% active; further: potency means the concentration at half of the fitted maximal effect; on the % scale 0 is the no-effect control and ±100 the full control effect; nearly all actives have a fitted effect of over 60% in size
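Aggregate formation scored by laser-scanning cytometer (488 excitation, 500–530 emission) in lysed PC12 cells expressing Q103-GFP after 100 nM tebufenozide induction; library tested in dose series, with ATPLite reagent added in the multiplex.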
Active calls of the source: *; ? = inconclusive; nt = no result given; [ ] = remark or other dose. Unless noted, the call rests on the fitted dose curve; in most records, active means well fitted curve in the direction sought with a large enough effect; inconclusive means small, poorly fitted or top-dose-only effect, or another doubt; inactive means no such curve, though single readings can be large; an effect the other way counts as inactive or inconclusive.

SMILES	GAA inhib	LMNA splice mod	GAA glycogen	HTT cytoprotect	CBFb-RUNX1 inh	aGlu spleen mod	HTT aggregate
COC(=O)[C@@]1(Cc2ccc(OC)cc2)[C@H]2c3cc(C(=O)N(C)C)n(Cc4cc(F)c(F)c(F)c4)c3C[C@H]2CN1C(=O)c1ccccc1	nt	nt	nt	?	-1%	7%	nt
Cc1cc(NC(=O)CSc2nc(CC(C)(C)C)nc3c2c(=O)n(C)c(=O)n3C)no1	-2%	-5%	3%	-5%[10 µM]	13%	-1%	19%
COc1ccc2oc(-c3ccc(NC(=O)c4ccc(N5CCOCC5)c([N+](=O)[O-])c4)cc3)nc2c1	3%	?	-9%	14%[10 µM]	-4%	-1%	-9%
CCn1cnc2sc(C(=O)Nc3ccc4c(c3)OCO4)c(C)c2c1=O	-2%	1%	0%	7%[1.9 µM]	5%	-4%	-12%
Cc1cc(NC(=O)C2C3C(=O)N(CC4CCCO4)C(C(=O)NC(C)(C)C)C34C=CC2(C)O4)no1 (centres undefined)	-8%	nt	-5%	10%[10 µM]	2%	2%	16%[9.22 µM]
CC1=C(C#N)C(c2cn(-c3ccccc3)nc2-c2cccs2)C(C#N)=C(C)N1	-9%	?	-7%	1%	6%	-14%	-13%
CC(Oc1ccc(Cl)cc1Cl)C(=O)Nc1ccc(N2CCN(C)CC2)cc1 (centres undefined)	-13%	-5%	8%	-2%[0.074 µM]	10%	-2%	17%
Cc1ccc(-n2c(-c3ccccc3)c[nH]c2=S)cc1	0%	nt	-16%	-12%	-8%	-12%	-24%
CC(CC(=O)NC1CCSC1=O)c1ccccc1 (centres undefined)	-1%	7%	-7%	7%[1.9 µM]	3%	-3%	9%
Cc1ccc(-n2c(=O)c3sccc3n(Cc3cc(=O)n4ccccc4n3)c2=O)cc1	-2%	-3%	2%[76.3 µM]	3%[10 µM]	-1%	6%	-1%
COc1ccc(C(=S)N(C)C)cc1OC	-1%	-2%	7%	-14%	2%	-2%	14%
c1ccc2[nH]c(CN3CCCCCC3)nc2c1	-5%	13%	5%	8%[1.9 µM]	1%	4%	-7%
C/C(=N\NC(=O)c1cccc(S(=O)(=O)N2CCCCC2)c1)c1ccc(C)o1	-4%	nt	-9%	-25%	2%	2%	-17%
Cc1c(N2C(=O)C(=O)/C(=C(/O)c3ccc(Cl)cc3)C2c2ccccc2)c(=O)n(-c2ccccc2)n1C (centres undefined)	1%	-4%	-9%	-23%[10 µM]	4%	0%	-19%
COC(=O)C1=C(C(=O)OC)[C@@H]2N(C)c3ccc(OC)cc3[C@@]23C[C@@H](C(=O)OC)N(S(=O)(=O)c2ccc(Br)cc2)C3=N1	nt	-1%[9.22 µM]	nt	0%[10 µM]	-11%[13.1 µM]	-1%[17.4 µM]	nt
CCCNC(=O)NC(=O)COC(=O)CNS(=O)(=O)/C=C/c1ccccc1	2%	-23%[46 µM]	4%	-28%	-8%	-2%	25%
CCOC(=O)C1(Cc2ccccc2)NC(c2ccccc2F)C2C(=O)N(CC)C(=O)C21 (centres undefined)	-5%	?	-3%	15%[10 µM]	5%	-6%	?
NS(=O)(=O)c1ccc(NC(=O)c2cc(Cl)ccc2Cl)cc1	-2%	?	23%	27%[10 µM]	6%	0%	19%
CC(=O)Nc1ccc(NC(=O)[C@@H]2CCCN2S(=O)(=O)c2ccc3c(c2)OCCO3)cc1	4%	nt	22%	nt	6%	7%	15%
Cc1nn(-c2ccccc2)c(C)c1C(=O)Oc1ccccc1	-7%	nt	-1%	2%[10 µM]	15%	4%	-13%[9.22 µM]
Cn1c(=O)cc(SCC(=O)N2CCN(c3ccccc3)CC2)c2ccccc21	-14%	-7%	17%[76.3 µM]	-108%[inhibitor]	-5%	-1%	22%
Cc1c(Br)c(=O)oc2c(Br)c(O)ccc12	?	?	1%	-9%[10 µM]	?	1%	?
CC(=O)OC[C@@H]1O[C@H](C/C=N\OC[C@@H](O)[C@H]2O[C@H]3OC(C)(C)O[C@H]3[C@@H]2O)C=C[C@@H]1OC(C)=O	nt	nt	nt	4%[10 µM]	16%[13.1 µM]	1%[17.4 µM]	nt
O=C(Cc1ccc(Cl)cc1)Nc1cc(S(=O)(=O)N2CCOCC2)ccc1N1CCCC1	-1%	-8%[46 µM]	1%	-17%	10%	-1%	-19%
O=C(Nc1cc(Cl)cc(Cl)c1)c1cnn2cccnc12	-1%	1%	4%	5%	-3%	9%	13%
C#CCNc1ccc(C(=O)OCC)cc1	nt	nt	-2%	15%[10 µM]	16%	2%	-1%[9.22 µM]
Cc1ccc(S(=O)(=O)Nc2ccc(S(=O)(=O)Nc3cc(C)nc(C)n3)cc2)cc1	-14%[15.4 µM]	?	-7%	-30%	9%	-1%	3%[9.22 µM]
NS(=O)(=O)c1ccc(CCNc2nc(CN3CCOCC3)nc3sc4c(c23)CCC4)cc1	-9%	-5%	6%	-28%	1%	9%	18%
COc1cc(CNc2ccc3c(c2)OCCO3)ccc1OCC(N)=O	1%	9%[46 µM]	-9%	-19%[10 µM]	6%	-5%	-1%[9.22 µM]
O=C(CN1C(=O)CCSc2ccccc21)Nc1cccc(F)c1	6%	?	2%	21%	17%	-20%	-13%
O=C(CN1CCN(Cc2ccccc2)CC1)Nc1ccc(-n2cnnn2)cc1	-3%	nt	16%	-8%[10 µM]	4%	-3%	-16%[9.22 µM]
COc1ccc(CNC(=O)C(C#N)c2nc3ccccc3nc2N2CCN(C)CC2)cc1 (centres undefined)	-10%	0%	-1%	-36%	-1%	-2%	-3%
CC(=O)Nc1ccc(NC(=O)CCC(=O)OCC(=O)c2cccc([N+](=O)[O-])c2)cc1	2%	0%[46 µM]	1%	-40%[inhibitor]	-6%	-9%	-15%
Cc1ccccc1OCC(=O)NNC(=O)Nc1ccc(Cl)cc1	5%	50%	5%	-79%[inhibitor]	1%	-5%	18%
COC(=O)c1[nH]c2cc(OC)ccc2c1NC(=O)CCN1CCCCC1	1%	-1%	1%	-17%[0.074 µM]	5%	-3%	-15%
Cc1ncc([N+](=O)[O-])n1CC(=O)NCCc1ccccc1	-3%	nt	3%	-26%	6%	nt	-16%
Cc1ccc(NC(=O)NN2CCOCC2)cc1	-3%	nt	-6%	-7%	17%	8%	7%
CCCCS(=O)(=O)N1CCc2nc(-c3ccc(OC)cc3C)c3c(c2C1)CO[C@@H](c1ccccc1)C3	nt	?	nt	-47%[inhibitor][10 µM]	0%[13.1 µM]	4%[17.4 µM]	nt
COc1ccc(CC(=O)Nc2ccccc2NC(=O)c2ccco2)cc1OC	7%	nt	8%	-15%[10 µM]	6%	-4%	14%
CC(C)N1CCN(Cc2nc3c(s2)CCCC3)CC1CCO (centres undefined)	-6%	9%[46 µM]	8%	nt	0%	-5%	nt
Cc1cc(C)n2nc(SCCCC(=O)c3ccc(F)cc3)nc2n1	8%	-25%[46 µM]	-1%	12%[10 µM]	4%	6%	12%
COc1ccc(NC(=O)Nc2sc(=S)n(C)c2C)cc1	9%	nt	?	nt	3%	0%	nt
CCCc1noc(-c2cccc([N+](=O)[O-])c2)n1	-1%	28%[46 µM]	-28%	14%	7%	5%	-10%
CCCCC/C=C\C[C@@H]1O[C@H]1C(O)/C=C\C/C=C\CCCC(=O)O (some centres undefined)	nt	nt	nt	-6%	-2%	1%	nt
O=C(NCC1CCCO1)c1cc2c(s1)CS(=O)(=O)C2 (centres undefined)	2%	14%	-4%	-3%	1%	-3%	18%
COc1ccc(CN2C(=O)NC3(CCCCC3)C2=O)cc1F	-1%	-17%	8%	4%	3%	-6%	?
Cc1ccc(/C=C/C(=O)O)cc1S(=O)(=O)NCC1CCCO1 (centres undefined)	9%	7%[46 µM]	22%	-43%	10%	0%	4%
C#CCN1C(=O)C(O)(CC(=O)c2cc(OC)ccc2OC)c2ccccc21 (centres undefined)	0%	4%	2%	-11%	1%	-6%	-9%
O=C(NCCNc1ccc([N+](=O)[O-])cc1)c1ccccc1Br	-13%	2%	4%	1%	0%	-20%	-4%
CNC(=O)CSc1nnc(-c2ccccc2F)n1CCc1ccccc1	nt	nt	5%	1%[10 µM]	4%	-4%	11%[9.22 µM]
O=C(NCC1CCCO1)c1ccccc1-c1nc(-c2ccc(Cl)cc2)no1 (centres undefined)	2%	-13%	1%	-4%[10 µM]	6%	0%	-13%
c1ccc2[nH]c(SCc3ccc(-c4nnco4)cc3)nc2c1	-1%	?	1%	-56%[inhibitor]	7%	3%	-28%
Cn1c(SCC(=O)N2CCN(Cc3ccccc3)CC2)nnc1-c1ccncc1	-3%	-2%	3%	11%	9%	1%	5%
Cc1cccc(OCC(O)CN2CC3(C)CC2CC(C)(C)C3)c1 (centres undefined)	?	8%	3%	0%[10 µM]	4%	-3%	2%
CCOc1cc(C2NC(=O)NC(O)(C(F)(F)F)C2C(=O)c2ccc(Cl)cc2)ccc1O (centres undefined)	5%	?	-4%	-12%	-4%	2%	-10%
Cc1ccc(NC(=S)Nc2ccc3[nH]c(=O)[nH]c3c2)cc1C	-9%	nt	-21%	18%[10 µM]	-1%	-2%	3%[9.22 µM]
Cc1nc2c(C)cccn2c1C(=O)c1ccccc1	2%	-7%	-20%	-13%	-4%	5%	-16%
O=C(Nc1cccc2cccnc12)c1cccnc1	-3%	-4%	-3%	-8%	7%	-2%	?
CCCCn1cnc2c([nH]c3cc(OC)ccc32)c1=O	10%	2%[0.0737 µM]	4%	3%	0%	-17%	-16%
COc1ccc(CCNC(=O)c2cc(-c3ccc(Cl)c(Cl)c3)oc2C)cc1	?	8%	-2%	8%[10 µM]	-2%	13%	-16%
Cc1ccc(-c2ncns2)cc1	-2%	nt	-4%	8%[10 µM]	0%	9%	12%[9.22 µM]
O=C(NNc1ccccc1C(F)(F)F)c1cccs1	-3%[15.4 µM]	nt	?	2%[10 µM]	1%	-1%	-10%[9.22 µM]
COc1cc(/C=C2\C(=O)N(CCC#N)N=C2C)ccc1OCC(=O)Nc1ccccc1	0%	-3%	-9%	10%[10 µM]	3%	5%	-10%

High-throughput results deposited in PubChem by National Center for Advancing Translational Sciences (NCATS).
